Screens: PubChem, The Scripps Research Institute Molecular Screening Center
PLCb3 inh – PLC-beta3 (human) inhibition, primary screen; 370,000 tested, 0.18% active; Q01970; inhibition, % at 12.2 µM; AID 720704; Purified PLC-beta3, fluorogenic substrate, fluorescence; in the data active = inhibition above about 11%;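 note: 0% = median of compound wells on plate and 100% = full blocker control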
Tn6 DDE FP – DD(E)-Tn6 binding inhibition, primary FP screen; Fibrin DD(E) TRITC-Tn6 fluorescence polarization displacement; inhibition, % at 8.3 µM; 370,000 tested, 0.21% active; AID 720509;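 active = inhibition above a per-campaign cutoff: mean of compounds within control limits plus 3 SD, cut at about 15% in these data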;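 note: 0% = median of all compound wells on the plate and 100% = blocking peptide control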
Target sequence (P02675 whole entry, looked up): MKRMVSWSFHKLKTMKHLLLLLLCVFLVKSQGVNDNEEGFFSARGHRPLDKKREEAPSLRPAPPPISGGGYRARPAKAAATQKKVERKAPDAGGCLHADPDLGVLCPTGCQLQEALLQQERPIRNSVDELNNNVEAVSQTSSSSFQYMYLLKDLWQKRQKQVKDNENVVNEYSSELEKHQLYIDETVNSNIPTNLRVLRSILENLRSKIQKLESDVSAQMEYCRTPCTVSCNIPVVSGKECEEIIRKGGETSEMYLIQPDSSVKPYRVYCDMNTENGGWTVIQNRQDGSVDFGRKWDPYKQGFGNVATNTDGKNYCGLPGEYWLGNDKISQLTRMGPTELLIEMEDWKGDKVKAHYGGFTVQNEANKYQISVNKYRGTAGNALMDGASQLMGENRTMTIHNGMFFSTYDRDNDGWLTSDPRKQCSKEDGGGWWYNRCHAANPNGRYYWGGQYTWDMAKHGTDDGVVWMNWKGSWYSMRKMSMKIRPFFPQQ
ADAM10 inh – inhibitors of human ADAM10; O14672; recombinant ADAM10, EDANS/DABCYL FRET peptide cleavage, 3 h; inhibition, % at 7 µM; 370,000 tested, 0.62% active; AID 720582;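 active = inhibition above a per-campaign cutoff equal to the mean of compounds falling between control-based bounds plus 3 SD, cut at about 20% in these data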;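 note: 0% = DMSO wells while the 100% control is not disclosed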
Target sequence (O14672 214-748 limits assumed): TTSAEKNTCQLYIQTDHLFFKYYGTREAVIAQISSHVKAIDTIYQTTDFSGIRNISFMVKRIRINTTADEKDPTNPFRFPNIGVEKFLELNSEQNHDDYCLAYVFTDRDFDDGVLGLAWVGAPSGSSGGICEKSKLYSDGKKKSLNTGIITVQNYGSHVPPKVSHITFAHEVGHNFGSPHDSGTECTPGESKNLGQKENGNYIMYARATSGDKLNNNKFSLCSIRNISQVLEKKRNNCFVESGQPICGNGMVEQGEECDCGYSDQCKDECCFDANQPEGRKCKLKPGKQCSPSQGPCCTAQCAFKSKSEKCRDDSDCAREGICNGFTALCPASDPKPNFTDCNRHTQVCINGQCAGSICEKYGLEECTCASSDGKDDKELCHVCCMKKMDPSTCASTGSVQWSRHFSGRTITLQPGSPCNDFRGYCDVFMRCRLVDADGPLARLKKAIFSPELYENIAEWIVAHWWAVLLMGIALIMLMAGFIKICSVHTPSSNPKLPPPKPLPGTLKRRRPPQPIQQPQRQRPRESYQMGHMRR
ASAP1 GAP inh – inhibitors of human ASAP1 ArfGAP activity | ASAP1-stimulated ARF1 GTP hydrolysis, GDP FP detection | 360,000 tested, 0.19% active | inhibition, % at 16.5 µM | Q9ULH1 | AID 624377; in the data active = inhibition above about 25%;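 note: 0% = vehicle with enzyme and substrate and 100% = no enzyme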
SIAE primary – inhibitors of human sialic acid acetylesterase SIAE; inhibition, % at 9.66 µM; Q9HAT2; SIAE FP-Rh probe binding, fluorescence polarization; 370,000 tested, 0.69% active;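 active = inhibition above a cutoff: mean of compounds within the control limits plus 3 SD of those, cut at about 17% in these data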;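 note: 0% = plate median of compound wells and 100% = probe without SIAE protein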
PLCg1 inh – PLC-gamma1 (human) inhibition, primary screen; P19174; inhibition, % at 12.2 µM; purified PLC-gamma1, fluorogenic substrate, fluorescence; 370,000 tested, 0.84% active; AID 720700; in the data active = inhibition above about 9.5%
ADAM17 inh – inhibitors of human ADAM17; inhibition, % at 6.95 µM; 370,000 tested, 0.83% active; recombinant ADAM17, EDANS/DABCYL FRET peptide cleavage;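 active = inhibition above the mean of compounds lying between control limits plus 3 SD, set per campaign, cut at about 8.5% in these data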;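 note: 0% = DMSO-only wells as the low control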
ARFGAP1 inh – inhibitors of rat ARFGAP1 | Q62848 | Arfgap1-stimulated ARF1 GTP hydrolysis, GDP FP detection | inhibition, % at 16.5 µM | 360,000 tested, 0.26% active | AID 651572;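 active = inhibition above a per-plate limit, mean inhibition of low control wells plus 3 SD, cut at about 25% in these data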;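 note: 0% = DMSO wells with enzyme and 100% = wells lacking Arfgap1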
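Repeats: one replicate per compound; assay system: rat Arfgap1 catalytic domain, aa 1-136; times: enzyme reaction 120 min at 25 °C after 20 min preincubation; detection: FP of antibody-bound GDP Alexa 633 tracer, ex 620/em 688 nm; benchmarks: high control wells lacking Arfgap1, low control full reaction with DMSO; reagent: human ARF1(Δ1-17)-GTP substrate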
TDP2 absorb – blocks human TDP2 phosphodiesterase activity; O95551; recombinant TDP2, T5PNP hydrolysis, p-nitrophenol absorbance 415 nm; inhibition, % at 12.8 µM; 370,000 tested, 0.34% active; AID 720702;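 active = inhibition above the mean of all tested compounds plus 3 SD, set per campaign, cut at about 25% in these data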;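 note: 0% = DMSO with enzyme and 100% = buffer with substrate but no TDP2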
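Test system: Human TDP2 enzyme | Reagent: 5 mM T5PNP | Compound dosing: 12.8 µM single point, 1% DMSO | Incubation: Enzyme reaction with compound for 2 h at 37 °C | Technique: p-Nitrophenol epi absorbance | Read-out: % inhibition relative to enzyme-containing and enzyme-free wells | Benchmarks: High control without enzyme, low control DMSO plus TDP2 | Replicates: Singlicate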
Tn7 DDE FP – inhibitors of Tn7 peptide binding to human fibrin DD(E); FP displacement of FITC-Tn7 peptide from fibrin DD(E); 0% = median of compound wells per plate; inhibition, % at 8.3 µM; 370,000 tested, 0.13% active; AID 720508;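 active = inhibition above the mean of compounds falling within the control limits plus 3 SD of them, cut at about 14% in these data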;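 note: 0% = plate median of compound wells and 100% = 10 µM Aha-Tn7 peptide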
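Test system – human fibrin DD(E) · Times – 10 min preincubation, 3 h with tracer, room temperature · Detection – fluorescence polarization of the labelled Tn7 tracer · Measure – percent inhibition normalized to high-control wells · Benchmarks – high control wells with 10 µM unlabelled Aha-Tn7 peptide (full inhibition) · Repeats – singlicate testing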
Numbers without * were called inactive. An excerpt; rates above refer to the full screens.

Results follow in this order: PLCb3 inh | ASAP1 GAP inh | Tn7 DDE FP | TDP2 absorb | PLCg1 inh | SIAE primary | ARFGAP1 inh | Tn6 DDE FP | ADAM17 inh | ADAM10 inh
1	CC(C)CC(C)N (stereo not drawn)
    -3 | -1 | 4 | 3 | 4 | 5 | 12 | 2 | -2 | -12
2	C[C@@H]1CN([C@@H](C)CO)C(=O)CCCn2nncc2CO[C@@H]1CN(C)C(=O)Oc1ccccc1
    5 | 4 | 4 | 8 | 0 | -7 | 9 | 4 | 3 | -1
3	CCCCn1c(O)c(C(C)=NCC2CCCO2)c(=O)[nH]c1=O (stereo not drawn)
    0 | 6 | -6 | -4 | 2 | -6 | 1 | 2 | 2 | -1
4	CC1=NN=C(c2ccc(N)cc2)c2cc3c(cc2C1)OCO3
    -35 | 4 | 0 | -1 | -22 | 5 | 10 | -4 | -2 | -13
5	Cc1ccc(C2=NN(CCC(=O)N3CCC4(CC3)OCCO4)C(=O)CC2)cc1
    -3 | -6 | -6 | -11 | 2 | 0 | -6 | -3 | -1 | 2
6	CCN(CC)C(=O)Cn1cc(C=C2C(=O)N(C)C(=O)N(C)C2=O)c2ccccc21
    -2 | -13 | 7 | 8 | 1 | -8 | -17 | -10 | -2 | -1
7	CC(Cc1ccccc1Sc1ccccc1)N(C)C (stereo not drawn)
    -2 | -5 | -5 | -6 | 3 | 5 | 4 | 3 | -4 | -4
8	Cc1[nH]c2ccccc2c1C(=O)C(=O)N1CC2CC(C1)c1cccc(=O)n1C2 (stereo not drawn)
    -6 | -14 | 4 | -9 | 1 | 5 | -3 | 3 | -4 | -8
9	CN(C)[C@@H]1C(=O)C(C(N)=O)=C(O)[C@@]2(O)C(=O)C3=C(O)c4c(O)ccc(Cl)c4[C@@](C)(O)[C@H]3C[C@@H]12
    -69 | 3 | -1 | -5 | -49 | 9 | 0 | 1 | -31 | -122
10	O=C(O)c1ccccc1-c1ccc(C=C2C(=O)N(c3ccccc3)C(=S)N(c3ccccc3)C2=O)o1
    -38 | 10 | 1 | -3 | -27 | 2 | 11 | -1 | -14 | -41
11	O=C(c1ccc2c(c1)OCO2)N1CCC2(CC1)OCCO2
    0 | 2 | -6 | 5 | 0 | -7 | 10 | 3 | -3 | -4
12	COc1ccc(NC2(C#N)CCCCC2)cc1
    -6 | 0 | 11 | -2 | 0 | 0 | 7 | 0 | -6 | -9
13	CCC(C)N1C(=O)NC(=O)C2(Cc3c(ccc4ccccc34)N(C)C2)C1=O (stereo not drawn)
    -3 | 3 | 1 | 5 | -3 | 4 | -3 | -3 | 1 | -8
14	COc1cccc(CN2CCNCC2)c1
    -9 | 1 | 2 | 6 | 5 | 3 | -11 | 1 | -2 | -4
15	CC1C(c2cccs2)=[N+]([O-])C(C)(C(=O)c2cccs2)N1O (stereo not drawn)
    -3 | -9 | 4 | 4 | 1 | 7 | -5 | -9 | -1 | 4
16	CCn1c(O)c(/C(C)=N/N2CCCCC2c2cccnc2)c(=O)[nH]c1=S (stereo not drawn)
    0 | 4 | 7 | -2 | 0 | -1 | 8 | -1 | -7 | -7
17	CN1C(=O)C(C2(C#N)CCCCC2)C(=O)N(C)C1=O
    4 | -16 | -5 | 3 | 1 | 5 | 3 | -3 | -2 | -4
18	NCCCN1CCN(c2ccccc2)CC1
    2 | -2 | 2 | 2 | -1 | 8 | 11 | -5 | -3 | 7
19	CCC(COC(=O)NC)NC(=O)Oc1cccc(C)c1 (stereo not drawn)
    1 | 2 | -11 | 6 | 2 | -1 | -5 | -1 | -6 | -4
20	CCOC(=O)[C@]12Cc3ccc(C)cc3[C@H]1N(C1CCCCC1)C(=O)c1cc(OC)ccc12
    -4 | -3 | 5 | 1 | -5 | 0 | 6 | -4 | 1 | -3
21	COC(=O)C1=C(c2cccc3c2S(=O)(=O)c2ccccc2-3)C[C@@H]2CC[C@H]1N2C(=O)N1CCc2cc(OC)c(OC)cc2C1
    -6 | 1 | -1 | 4 | -2 | 1 | 2 | -2 | 3 | 10
22	Clc1ccccc1CNCCc1c[nH]c2ccccc12
    0 | 13 | 2 | 2 | 2 | 5 | -1 | 0 | -1 | 3
23	O=S(=O)(c1ccc(F)cc1)N1CN2CCN(C2)C1
    -3 | 1 | 0 | 4 | 2 | 6 | 1 | -1 | 0 | 10
24	Cc1[nH]c2ccccc2c1/C=N/O
    -1 | -5 | 2 | 0 | 1 | 3 | -2 | -4 | -2 | -11
25	COc1cc2c(C(=O)O)c(C)n(C)c2cc1Br
    3 | -9 | -10 | -5 | -2 | 2 | 4 | -6 | -1 | 2
26	Cc1ccc(-n2c(C)nc3ccccc3c2=O)cc1C
    -1 | 1 | -2 | -5 | -2 | -6 | 8 | 7 | -3 | -9
27	CCCS(=O)(=O)N1CCC(C(=O)N2CCC3(CC2)OCCO3)CC1
    6 | -14 | 0 | -9 | 5 | -1 | -4 | 3 | -1 | 0
28	CCOC(=O)c1c(-n2c(C)cc(/C=C3\C(=O)NC(=O)N(C)C3=O)c2C)sc2c1CCCC2
    -15 | -12 | -5 | 9 | -14 | -3 | -9 | 0 | -2 | 4
29	O=C1NC(=O)N(c2cccc(Cl)c2)C(=O)/C1=C\c1ccc(Sc2nc3ccccc3[nH]2)o1
    -31 | 8 | -16 | 0 | -22 | -370 | 10 | 1 | -1 | -10
30	COc1cc2c(cc1OC)-c1c(OC)c(OC)cc3c1[C@H](C2)N(C)CC3
    -45 | 17 | -4 | 74* | -26 | 10 | 18 | -1 | -4 | -12
31	CC(=O)N1CCN(CCN=Cc2c(O)n(-c3ccc(F)cc3)c(=S)[nH]c2=O)CC1
    -6 | 8 | 0 | 1 | 3 | -1 | 1 | 6 | -2 | -5
32	CCC(C)n1c(O)c(C=Nc2cccc(C(F)(F)F)c2)c(=O)[nH]c1=S (stereo not drawn)
    -7 | -5 | 5 | 4 | -11 | -8 | 3 | 4 | -3 | -6
33	COc1ccc(OC)c(CC(=O)O)c1
    1 | 0 | 1 | 7 | -1 | 9 | 11 | 0 | -6 | -4
34	CCOc1ccccc1-n1c(O)c(C=NCc2ccc3c(c2)OCO3)c(=O)[nH]c1=O
    10 | -4 | -2 | -7 | 9 | -4 | 13 | -9 | 2 | 2
35	FCCN(CCF)c1cccc(Cl)c1
    -6 | -4 | 2 | 8 | 1 | 2 | -5 | -2 | -2 | 0
36	CCC(=O)c1ccc(OC(=O)N(C)c2ccccc2)cc1
    3 | -4 | -2 | -6 | 5 | 11 | 0 | 7 | 0 | -5
37	C=C(C)CC1(CC)C(=O)NC(=S)NC1=O
    8 | -2 | -9 | -5 | 9 | 0 | 1 | 3 | 6 | 4
38	COC(=O)C1=C(c2cccc(OCc3ccccc3)c2)C[C@@H]2CC[C@H]1N2C(=O)NCc1ccc(C(F)(F)F)cc1
    9 | 2 | 7 | -2 | 1 | -5 | 3 | 13 | 7 | 16
39	O=c1[nH]c(=O)n(Cc2ccccc2)c(O)c1C=NCCCn1ccnc1
    3 | -4 | -4 | 5 | 0 | -2 | -4 | 3 | -3 | 4
40	COC(=O)C1=C(c2ccc(-c3ccccc3)c(F)c2)C[C@@H]2CC[C@H]1N2C(=O)NC1CCCCC1
    5 | 9 | -3 | 2 | 2 | 2 | 10 | -9 | 0 | 4
41	O=C(O)CCC(=O)NCCC1=c2ccccc2=N/C1=C\c1c(O)n(Cc2ccc(F)cc2)c(=S)[nH]c1=O
    -107 | 11 | -3 | -2 | -75 | -9 | 7 | 3 | -7 | -13
42	Cc1ccc(S(=O)(=O)NCC2CCC(C(=O)N3CCC4(CC3)OCCO4)CC2)cc1 (stereo not drawn)
    1 | -1 | 0 | 6 | -1 | 8 | 9 | -2 | -4 | -2
43	O=C(COc1ccc(Cl)cc1)N1CCN(Cc2ccc([N+](=O)[O-])cc2)CC1
    4 | 4 | -1 | 6 | 2 | 10 | -3 | 1 | 1 | 2
44	COc1ccc(C(=O)C2CCCN(Cc3ccsc3)C2)cc1OC (stereo not drawn)
    -4 | 4 | -7 | 4 | -1 | -1 | -5 | -3 | -1 | -7
45	O=c1c2ccccc2nc(/C=C/c2ccccc2F)n1-c1ccccc1O
    -71 | 10 | 3 | 3 | -42 | -19 | 4 | 5 | 2 | 0
46	COC(=O)C1=C(c2ccc(OCc3ccccc3)cc2)C[C@@H]2CC[C@H]1N2C(=O)NCc1cccc(F)c1
    0 | 5 | 6 | -18 | 0 | -5 | 12 | 3 | 5 | 3
47	CC(=NCCN1CCCCC1)c1c(O)[nH]c(=O)[nH]c1=O
    -2 | 8 | -3 | 1 | 1 | 1 | 7 | -5 | 0 | -12
48	CC/C(=N\Nc1ccccc1)c1c(O)n(C)c(=O)n(C)c1=O
    -7 | -4 | 1 | -1 | -6 | 4 | -5 | 1 | -1 | -3
49	Cc1cccc(N=Nc2ccc(N(C)C)cc2)c1
    2 | 3 | -9 | -22 | 5 | 4 | -9 | 2 | 3 | 10
50	CCCCCCN=Cc1c(O)n(C)c(=O)n(C)c1=O
    5 | 0 | -1 | 5 | -1 | 4 | 3 | 4 | -2 | 1

The listing continues:
Results follow in this order: PLCb3 inh | ASAP1 GAP inh | Tn7 DDE FP | TDP2 absorb | PLCg1 inh | SIAE primary | ARFGAP1 inh | Tn6 DDE FP | ADAM17 inh | ADAM10 inh
51	COc1cccc(C(c2nnnn2Cc2ccccc2)N2CCC3(CC2)C(=O)NCN3c2ccccc2)c1OC (stereo not drawn)
    2 | 3 | 4 | -1 | 0 | -4 | -14 | -2 | 4 | 7
52	CCOC(=O)[C@]1(C#N)[C@@H]2C=CC(C(C)=O)=CN2[C@@H](C(N)=O)[C@@H]1c1ccsc1
    -78 | 4 | 1 | 9 | -62 | 17* | 21 | -3 | -12 | -22
53	O=C(NCCN1CCC2(CC1)C(=O)NCN2c1ccccc1)c1ccc2ccccc2c1
    -1 | -3 | 2 | 4 | -1 | -1 | 10 | 5 | -1 | -1
54	C=C1[C@H]2CC[C@H]3[C@]4(C)C[C@H](O[C@H]5O[C@H](CO)[C@@H](OS(=O)(=O)O)[C@H](OS(=O)(=O)O)[C@H]5OC(=O)CC(C)C)C[C@@H](C(=O)O)[C@H]4CC[C@]3(C2)[C@H]1O
    5 | -1 | -1 | -10 | 0 | -1 | 17 | 6 | 1 | 10
55	O=c1cccc2n1CC1CC2CN(C(c2ccccc2)c2sc3ncnn3c2O)C1 (stereo not drawn)
    3 | 3 | -6 | -6 | -1 | 8 | -3 | 9 | -1 | -2
56	CC1(C(=O)O)CC12c1ccccc1-c1ccccc12 (stereo not drawn)
    -2 | -8 | 0 | -1 | 0 | 2 | -3 | 6 | -6 | -17
